ER stress rescue: rescue of cells from ER stress-induced death, primary screen, 384-well, CSM14.1, thapsigargin, ATP luminescence (AID 1222) | 190,000 tested, under 10 active | CSM14.1 thapsigargin-induced death rescue, ATP luminescence; higher % means a stronger effect | cellular ATP content (survival), % at 20 µM, or EC50 in µM where a hit was titrated;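 active = EC50 below 50 µM in the dose-response confirmation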;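 note: death triggered by thapsigargin at about 15 µM added after 2 h compound pretreatment; cell ATP read after overnight thapsigargin exposure of roughly 18 to 22 hours; normalized against plate controls of thapsigargin alone and 5% DMSO vehicle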
PMI inhibitors: inhibitors of human PMI, primary screen, biochemical, fluorescence intensity, coupled assay (AID 1209). purified PMI enzyme, coupled fluorescence intensity; higher % means a stronger effect. one-dose inhibition, % at 20 µM; IC50 in µM for titrated hits. actives 0.42% (n = 190,000);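 note: plate controls were DMSO vehicle for no effect and wells lacking substrate for full effect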
UTI89 phage lysis: inhibition of K1F phage lysis, E. coli UTI89, bacterial capsule biogenesis inhibitors, alamar blue (AID 488966); E. coli UTI89 K1F phage lysis, alamar blue, 2 h; higher % means a stronger effect; one-dose inhibition, % at 100 µM; IC50 in µM for titrated hits; actives 0.02% (n = 340,000);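 active = phage lysis inhibition, versus mean bacterial control, above a set limit; inconclusive = no clear call, values can overlap the other calls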;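 note: capsule biogenesis inhibitors block K1F phage lysis so surviving cells raise fluorescence; higher fluorescence means more inhibition of phage lysis; actives were called in the ten point dose series up to 300 µM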
human PMI inhibitors: MPI inhibition at elevated mannose 6-phosphate – biochemical, fluorescence intensity, high mannose 6-phosphate, primary screen (AID 1220) | recombinant PMI enzyme, coupled fluorescence intensity; higher % means a stronger effect | one-dose inhibition, % at 20 µM; IC50 in µM for titrated hits | actives 0.66% (n = 190,000)
Myeloid diff MLP: promotes myeloid progenitor differentiation. ER-HoxA9 myeloid progenitors, lysozyme-GFP differentiation, flow cytometry. calls only at 10 µM. actives 1% (n = 360,000). AID 624256;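 active = normalized GFP-positive differentiation at or above the plate's own cutoff, the solvent-only control mean plus 3 SD; inconclusive = no clear call, values can overlap the other calls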;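 note: cells exposed to compound for four days before flow analysis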
TNAP activators: human TNAP enzyme activators, primary screen, biochemical, luminescent, no phosphate acceptor, uHTS (AID 1001); actives 0.03% (n = 200,000); activation fold at 20 µM; hits with a dose series show EC50 in µM; purified TNAP, luminescent activation assay, no phosphate acceptor; higher activation fold means a stronger effect; in the data active = activation fold from about 3, or a potency from the dose series; inactive = the rest, 99 in 100 with activation fold below about 1.6; note: many of its hits are not listed in these tables
P. falciparum M1AAP: malaria alanyl aminopeptidase activity blockers – biochemical, fluorogenic H-Leu-NHMec substrate, 1536-well (AID 1445). recombinant M1AAP, H-Leu-NHMec fluorogenic kinetic assay; higher % means a stronger effect. inhibition, % at 30 µM, or IC50 in µM where a hit was titrated. actives 0.42% (n = 220,000);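 active = primary inhibition above the hit cutoff, then over 50% inhibition at one or more dose response concentrations, cut at about 23% in these data, passing the limit was not always enough; inconclusive = conflicting primary data, or primary hits not chosen for dose response; inactive = low primary inhibition, or under 50% at every dose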;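 note: plate controls were DMSO full reaction for no effect and no enzyme background for full effect; strong numbers were not always called active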
Hep lipid drop: hepatic lipid droplet formation modulation | AML12 mouse hepatocytes, oleate lipid droplets, BODIPY imaging | inhibition, % at 6.5 µM | actives 0.4% (n = 240,000) | AID 1656;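 active = lipid droplet intensity inhibited by at least 50%, with more than 500 cells counted; inconclusive = wells with under 300 cells, treated as cytotoxic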
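Assay system: AML12 hepatocytes (mouse); Probe or stimulus: oleic acid at 100 µM to induce lipid droplet formation; Dosing: compound at 6.5 µM only; Schedule: compound with oleate, overnight; Detection: fluorescence imaging, 20x objective, two fields per well; Measure: % inhibition of lipid droplet signal.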
WT yeast gro inh: growth inhibition of WT yeast, mitochondrial fusion screen. mitochondrial fusion phenotypic screen, WT strain. inhibition, % at 10 µM. actives 2.1% (n = 190,000); in the data active = inhibition above about 58%; tested in S. cerevisiae
WT yeast gro inh mutant strain: second read-out of WT yeast gro inh, no call of its own (marks repeat the call); inhibition, %; mitochondrial fusion phenotypic screen, mutant strain inhibition
Hep lipid drop cells 6.5 µM: further read-out of Hep lipid drop, marked with its call; cell count; measured here: cell count, cytotoxicity flag;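 cells counted across two imaged fields per well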
Myeloid diff MLP GFP+ MAC1+ %: also measured in Myeloid diff MLP; calls as there; GFP+ MAC1+ double positive, %; measured here: differentiation confirmed by MAC1 staining
Starred values were filed as active, the others as inactive; i = inactive; ? = inconclusive; · = no result given; & = joins results of further samples; [ ] = dose if it differs, or a comment. Cut-off read from the data, not from the text of the source, unless noted: active = inhibition above about 50%; inactive = the rest.

Molecule | P. falciparum M1AAP | Myeloid diff MLP GFP+ MAC1+ % | Hep lipid drop cells 6.5 µM | human PMI inhibitors | UTI89 phage lysis | WT yeast gro inh | PMI inhibitors | TNAP activators | Myeloid diff MLP | WT yeast gro inh mutant strain | ER stress rescue | Hep lipid drop
O=C(Nc1cccs1)Nc1ccc(F)cc1F | 2.3% | 0.6 | 543 | 0.7% | 2.6%[50 µM] | -8.7 | 3.4% | 1.1 | i | -20.7 | 0.2% | -12.6
CC(C)NC(=O)Nc1cccs1 | 4.2% | 0.7 | 671 | -14.4% | 0.1% | -8.6 | -14.1% | 1.1 | i | -8.0 | -0.9% | -12.2
COc1cc(NC(=O)c2ccc3c(c2)OCCO3)ccc1NC(=O)c1ccco1 | 8.1% | 0.2 | 711 | 8.4% | -2.4% | 5.6 | 11.6% | 1.1 | i | 2.0 | -1.1% | 4.2
Cc1cccc(NC(=O)C2NC(=O)CC2c2ccccc2)c1C (stereo unspecified) | 2.0% | 1.4 | · | -12.9% | 4.2% | -4.3 | -1.4% | 0.9 | i | -3.1 | -0.2% | ·
O=C(O)c1ccnc(C(=O)O)c1 | -11.6% | 1.0 | · | -18.0% | 6.1% | -18.0 | -18.9% | 1 | i | -10.4 | -2.4% | ·
COc1ccc2cc(CCNC(=O)c3cccc([N+](=O)[O-])c3)c(=O)[nH]c2c1 | -0.6% | 0.0 | 731 | -0.6% | 1.5% | -0.2 | 0.1% | 1 | i | -4.6 | -2.1% | -24.3
N#C/C(C(=O)NCc1ccco1)=C1/SC(Cc2ccc(F)cc2)C(=O)N1c1ccccc1 (stereo unspecified) | 13.6% | 1.7 | 659 | -71.3% | 0.3% | -7.6 | -33.3% | 1 | i | 0.3 | -2.8% | -8.1
Cc1ccc2c(c1)nnn2C1CCN(CC(=O)N2CCN(c3ccc(F)cc3)CC2)CC1 | -0.5% | 0.9 | 778 | -2.1% | 0.1% | 12.9 | 0.5% | 0.9 | i | -20.7 | 1.6% | -10.0
CN1C(=O)N(c2cccc3ccccc23)C(n2cncn2)C1(C)C (stereo unspecified) | -9.6% | 0.4 | · | -8.7% | 2.2% | 2.4 | -7.6% | 1.1 | i | 20.2 | -0.5% | ·
CC(C)c1ccc(N2CCN(C(=O)c3ccccc3NC(=O)/C=C\C(=O)O)CC2)cc1 | 10.4% | 0.5 | 745 | -1.6% | 0.0% | 6.9 | 5.2% | 1.1 | i | 25.1 | -2.5% | -3.2
COc1ccc2cc(C(=O)C3CCCN(C(=O)c4csnn4)C3)ccc2c1 (stereo unspecified) | 6.3% | 1.7 | 693 | 9.0% | 0.3% | 5.1 | 14.1% | 1.1 | i | 3.5 | 0.9% | -23.4
CNC(=S)N(CCc1c(C)[nH]c2ccccc12)Cc1cc(OC)c(OC)c(OC)c1 | -1.8% | 2.7 | 681 | -0.8% | -0.3% | -4.9 | -1.0% | 1.1 | i | -15.5 | -5.0% | -7.2
Cc1ccc(C)c(N(C)C(=O)c2cc3c(=O)[nH]c4ccc(C)cc4c3s2)c1 | -2.3% | 0.6 | 638 | · | 0.1% | · | · | · | i | · | · | 16.3
Cc1cc(NC(=O)c2noc3c2CCc2ccccc2-3)no1 | 6.3% | 2.7 | 505 | 18.1% | 0.4% | -4.0 | 21.8% | 1 | i | -9.6 | · | -4.3
CC(=O)Nc1cccc(OCC(=O)Nc2sccc2C(N)=O)c1 | -3.7% | 0.5 | 723 | · | 0.2% | · | · | · | i | · | · | -2.0
COc1ccc2cc(CN(CC3CCCO3)C(=S)Nc3ccccc3)c(=O)[nH]c2c1 (stereo unspecified) | 8.6% | · | 702 | 5.2% | -0.3% | -6.6 | 22.7% | 1 | ? | 10.8 | -1.5% | -4.5
Cc1cc(C(=O)NCC(C)C)c2ccccc2n1 | 1.1% | 0.6 | 795 | -3.4% | 1.8% | 9.2 | 3.7% | 1.1 | i | -6.2 | -2.4% | 1.0
CCOC(=O)N1CCN(S(=O)(=O)c2ccc(C(=O)NNc3nc4cc(C)cc(C)c4s3)cc2)CC1 | -12.8% | 3.1 | 759 | 2.4% | 10.5% | 5.5 | 16.1% | 1.3 | i | -11.9 | -0.4% | -7.1
CC12CCC(C(=O)NCc3ccc4c(c3)OCO4)(OC1=O)C2(C)C (stereo unspecified) | -0.7% | 0.0 | 783 | 8.1% | 0.7% | 10.9 | 13.3% | 1.1 | i | -17.4 | 1.5% | 3.3
CC(C)CCC(O)(CCC(C)C)C(=O)NN1CCCCC1 | 4.4% | 0.7 | 487 | -13.0% | 3.7% | -25.8 | -5.2% | 1 | i | -9.6 | -0.3% | -7.9

2 consecutive entries already listed, for reference:
Molecule | P. falciparum M1AAP | Myeloid diff MLP GFP+ MAC1+ % | Hep lipid drop cells 6.5 µM | human PMI inhibitors | UTI89 phage lysis | WT yeast gro inh | PMI inhibitors | TNAP activators | Myeloid diff MLP | WT yeast gro inh mutant strain | ER stress rescue | Hep lipid drop
O=C(Nc1cccs1)Nc1ccc(F)cc1F | 2.3% | 0.6 | 543 | 0.7% | 2.6%[50 µM] | -8.7 | 3.4% | 1.1 | i | -20.7 | 0.2% | -12.6
CC(C)NC(=O)Nc1cccs1 | 4.2% | 0.7 | 671 | -14.4% | 0.1% | -8.6 | -14.1% | 1.1 | i | -8.0 | -0.9% | -12.2

Other entries.
Molecule | P. falciparum M1AAP | Myeloid diff MLP GFP+ MAC1+ % | Hep lipid drop cells 6.5 µM | human PMI inhibitors | UTI89 phage lysis | WT yeast gro inh | PMI inhibitors | TNAP activators | Myeloid diff MLP | WT yeast gro inh mutant strain | ER stress rescue | Hep lipid drop
CCn1c(/N=C/c2c[nH]c3ccccc23)nc2ccccc21 | 17.1% | 4.6 | · | 7.8% | -1.6% | 10.2 | 9.0% | 1.1 | i | 5.8 | -0.6% | ·
CN(CCc1ccccn1)S(=O)(=O)c1ccc2c3c(cccc13)C(=O)N2 | 12.0% | 1.7 | 743 | 2.3% | 1.3% | -15.7 | 2.8% | 1 | i | -20.2 | -1.9% | 12.4
CCCCn1c(SCC(=O)c2ccc(O)c(O)c2)nc2ccsc2c1=O | 13.6% | 0.2 | 635 | 3.8% | 0.1% | -39.8 | 37.8% | 0 | i | -4.4 | -1.3% | 17.0
O=C(Nc1ccc(Oc2ccccc2)cc1)C1CCCN(c2ncccn2)C1 (stereo unspecified) | -2.0% | 11.9 | · | -1.5% | -0.7% | -7.0 | -3.4% | 1.1 | i | 5.8 | 1.1% | ·
COC(=O)C1CCN(C2CC(=O)N(c3cc(C)cc(C)c3)C2=O)CC1 (stereo unspecified) | 0.2% | 0.1 | 655 | 8.3% | 0.3% | 3.2 | -1.3% | 1.1 | i | 6.7 | -0.6% | 2.3
CC(C)Nc1ncnc2ccc(Br)cc12 | 0.2% | 1.4 | 743 | -9.4% | 3.8% | 17.4 | -4.7% | 1.1 | i | 11.8 | -0.2% | 20.1
CN1CCC(=NNC(=O)C(=O)Nc2ccccc2)CC1 | 1.3% | 2.2 | · | 2.5% | 1.7% | -13.2 | 3.2% | 1 | i | 0.0 | -0.8% | ·
NS(=O)(=O)c1ccc(NC(=O)/C=C/c2ccccc2Cl)cc1 | 1.4% | 0.1 | 658 | -2.2% | 0.5% | -12.2 | -2.9% | 1.1 | i | -5.8 | 0.5% | -6.4
CN1c2ccccc2C(C)(C)C12CC(c1ccc(Cl)c(S(=O)(=O)N3CCCC3)c1)=NO2 (stereo unspecified) | 3.5% | · | 649 | 13.7% | · | -28.3 | 10.3% | 1 | · | 9.8 | -0.1% | -1.0
COC(=O)c1cc(S(=O)(=O)NCc2ccc(S(N)(=O)=O)cc2)oc1C | 4.3% | 0.3 | 642 | · | -0.2% | · | · | · | i | · | · | 3.2
COc1ccccc1OCCNC(=O)C1CCCCC1 | 4.2% | 0.5 | 677 | 2.4% | 0.2% | 9.0 | 4.0% | 1.1 | i | -9.4 | -1.0% | -0.9
Cc1cc[n+](CC(=O)c2ccc3c(c2)OCCO3)cc1 | 2.7% | 0.2 | 457 | -10.1% | 0.2% | -0.1 | -4.6% | 1.2 | i | -8.6 | 0.0% | -1.1
CC1CC(C)CN(C(=O)C2CCCN(S(=O)(=O)c3cnc[nH]3)C2)C1 (stereo unspecified) | 1.0% | 0.6 | 693 | · | -1.3%[50 µM] | · | · | · | i | · | · | 5.8
CNC(=O)c1ccsc1NC(=O)c1ccc(S(=O)(=O)N2CCOCC2)cc1 | 2.7% | 0.3 | 647 | 4.6% | -0.2% | -0.5 | -3.7% | 1 | i | -16.3 | -2.2% | 17.4
COc1ccc(N2CCN(CC(=O)Nc3c(C)cc(C)cc3C)CC2)cc1 | 2.2% | 1.5 | · | 10.8% | -0.1% | 16.6 | 5.8% | 1 | i | 28.7 | -0.2% | ·
Cc1ccc(CNC(=O)C(=O)NCC2OCCN2S(=O)(=O)c2ccc3c(c2)OCCO3)cc1 (stereo unspecified) | 0.7% | 2.5 | 723 | 11.9% | 6.9% | 8.4 | 6.3% | 1.1 | i | -1.3 | 4.0% | -8.6
CCCCC(=O)OCc1cn(-c2ccc(Cl)cc2)nn1 | 2.1% | 1.1 | · | 5.7% | 0.8% | 2.3 | -0.5% | 1.1 | i | 9.7 | -0.4% | ·
O=C(O)c1cccc(CSc2ncccn2)c1 | 1.2% | 1.8 | 777 | 3.5% | 0.6% | -10.8 | 4.9% | 1.1 | i | -6.9 | 1.9% | 15.8
Cc1cc(C)cc(NC(=O)N2CCCC2C(=O)Nc2ccc(-n3cnnn3)c(C)c2)c1 (stereo unspecified) | 6.5% | 1.1 | · | 5.5% | 4.0% | 7.2 | 12.6% | 1.1 | i | -1.9 | -0.2% | ·
O=C1COc2cccnc2N1 | 5.2%&0.6% | 1.0 | 745 | -3.0% | 0.4% | 10.2 | 0.3% | 1.1 | i | -3.9 | -0.6% | 31.5
COc1cccc(OC)c1C(=O)N1CCN(Cc2ccc3c(c2)OCO3)CC1 | -2.2% | 1.8 | · | -6.6% | -0.3% | -3.4 | -20.2% | 1 | i | 1.8 | -1.4% | ·
CN1C(=S)SC(/[N+]([O-])=C\c2ccc(Cl)cc2)C1(C)C (stereo unspecified) | -0.2% | 1.3 | · | 12.5% | 2.8% | 5.3 | 11.4% | 1.1 | i | -6.4 | -2.6% | ·
CC(=O)N1c2c(ccc3ccccc23)C(C)CC12CCCCC2 (stereo unspecified) | 2.1% | 0.8 | 811 | 4.3% | 1.0% | 49.5 | 14.1% | 1 | i | -17.5 | -0.8% | -10.2
COc1ccc(-c2nc(CCNS(=O)(=O)c3ccc4c(c3)OCCO4)cs2)cc1 | -2.8% | 2.8 | 637 | 24.3% | -2.1% | 15.3 | 26.9% | 1 | i | 17.2 | 2.1% | 9.4
